Screens: PubChem BioAssay, National Center for Advancing Translational Sciences (NCATS)
NPC1 prom act – NPC1 promoter activation. AID 485313. Huh7 NPC1 promoter luciferase reporter, 24 h. Potency, µM (titrated, usually from 9.22 µM), for the others: top-dose activation, actives largely listed as activators. 2.4% of 320,000 active;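 note: potency is the fitted concentration of half-maximal effect; % of control where 0% means no effect; nearly all actives have a fitted effect of over 60% in size; reporter is driven by a mutant NPC1 promoter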
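NPC1 promoter–luciferase Huh7 cells; 24 h compound; luminescence.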
RORgamma inh – blocks mouse ROR gamma transcriptional activity; P51450; Drosophila S2 Gal4-RORgamma UAS-luciferase reporter, 20 h; Potency, µM (doses to about 53.6 µM), without a hit: top-dose activity change, negative = inhibition, most hits filed as inhibitors; 5.4% of 310,000 active; AID 2551; note: potency is the fitted concentration of half-maximal effect; % is set by controls: 0 for no effect and ±100 for the full control effect; nearly all actives have a fitted effect of over 60% in size
Target sequence (P51450 whole entry, looked up, the tested form may be a part): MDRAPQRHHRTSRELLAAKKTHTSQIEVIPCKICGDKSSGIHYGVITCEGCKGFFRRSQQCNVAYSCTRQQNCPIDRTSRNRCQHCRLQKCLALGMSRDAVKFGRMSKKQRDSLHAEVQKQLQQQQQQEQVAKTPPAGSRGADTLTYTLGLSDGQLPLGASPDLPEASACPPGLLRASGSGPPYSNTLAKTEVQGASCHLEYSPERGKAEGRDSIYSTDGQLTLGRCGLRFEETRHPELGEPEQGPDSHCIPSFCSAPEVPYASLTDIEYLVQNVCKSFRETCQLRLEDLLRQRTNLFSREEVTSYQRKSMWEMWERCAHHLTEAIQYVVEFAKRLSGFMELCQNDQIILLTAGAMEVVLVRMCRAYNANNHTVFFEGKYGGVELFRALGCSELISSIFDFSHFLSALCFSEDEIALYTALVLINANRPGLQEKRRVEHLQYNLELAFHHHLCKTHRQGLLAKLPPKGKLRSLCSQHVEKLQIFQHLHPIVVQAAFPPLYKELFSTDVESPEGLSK
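A Gal4/UAS one-hybrid system in insect cells: metallothionein-promoter Gal4–ROR gamma fusion plus Photinus luciferase reporter. Copper sulfate 700 uM final, 20 hr ambient incubation, luminescent detection after 10 min with reagent.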
Giardia kill – Giardia lamblia killing. Giardia lamblia trophozoite viability. activity change, % at 7.66 µM, hits read low. 0.15% of 340,000 active; in the data active = activity change below about -80%; inconclusive = between about -30% and that limit;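 note: parasites exposed to compound for two days anaerobically before the ATP read; % is set by controls: 0 for no effect and ±100 for the full control effect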
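Compounds were tested on trophozoites seeded at 100 cells/well and held 48 hrs at 37 deg C anaerobically. An ATP-based luminescent kit measured the remaining live cells.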
ELG1 genotoxic – induces genotoxicity in HEK293T cells with luciferase-tagged ELG1; HEK293T ELG1-luciferase reporter, luminescence, 16 h; Potency, µM (highest dose often 46 µM), without a hit: at the highest dose activity change, positive = activation, hits mostly activators; 1.3% of 330,000 active; note: potency is the fitted concentration of half-maximal effect; % of control where 0% means no effect; nearly all actives have a fitted effect of over 60% in size
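Quantitative HTS format in 1536-well plates. HEK293T ELG1-luciferase reporter cells receive test compound and are incubated 16 hr at 37 °C, 5% CO2; ONE-Glo added, 30 min room temperature, then luminescence read.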
Rab9 promoter act – activates the Rab9 promoter; Potency, µM (series often up to 9.22 µM), without a hit: at the highest dose activation, negative = inhibition, hits mostly activators; 2.8% of 320,000 active; Huh7 Rab9 promoter-luciferase reporter, luminescence, 24 h; note: potency is the fitted concentration of half-maximal effect; % of control where 0% means no effect; nearly all actives have a fitted effect of over 60% in size
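Using Huh7 cells stably transfected with Rab9 promoter–luciferase, compounds were incubated 24 h at 37 °C, 5% CO2; luciferase luminescence was read 10 min after reagent addition.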
VP16 counter – counter-screen for ROR gamma inhibitors: Gal4-VP16 reporter; 3.5% of 310,000 active; Potency, µM (highest dose often 53.6 µM), for the others: top-dose activity, negative = inhibition, hits mostly inhibitors; AID 2546; Drosophila S2 Gal4-VP16 UAS-luciferase, luminescence, 20 h;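 note: Gal4-VP16 expression switched on by copper sulfate through the metallothionein promoter; potency is the fitted concentration of half-maximal effect; % is set by controls: 0 for no effect and ±100 for the full control effect; nearly all actives have a fitted effect of over 50% in size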
FBPA coupling cs – counter-screen for Giardia aldolase inhibitors: coupling enzyme system; AID 2472; activity change, negative = inhibition, % at 58.2 µM, hits read low; 0.67% of 290,000 active; coupling enzyme system counterscreen, AmpLite Red fluorescence; in the data active = activity change below about -30%; note: % is set by controls: 0 for no effect and ±100 for the full control effect
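Final compound at 57.5 uM, incubated 10 min at RT with coupling enzyme reagent (glyceraldehyde-3-phosphate), then 20 min with substrate and AmpLite Red detection. Fluorescence read at 525/598 nm; tests interference with the coupling assay, not aldolase inhibition.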
FLuc counter – inhibits or activates purified firefly luciferase, miR-21 counter-screen. P08659. purified FLuc, Km substrates, luminescence inhibition. Potency, µM (doses to about 57.5 µM), for inactives: at the highest dose activity change, negative = inhibition, hits mostly inhibitors. 6.9% of 360,000 active;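 note: potency is the fitted concentration of half-maximal effect; plate controls were vehicle for no effect and reference inhibitor for full effect; nearly all actives have a fitted effect of over 55% in size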
Target sequence (P08659 whole entry, looked up): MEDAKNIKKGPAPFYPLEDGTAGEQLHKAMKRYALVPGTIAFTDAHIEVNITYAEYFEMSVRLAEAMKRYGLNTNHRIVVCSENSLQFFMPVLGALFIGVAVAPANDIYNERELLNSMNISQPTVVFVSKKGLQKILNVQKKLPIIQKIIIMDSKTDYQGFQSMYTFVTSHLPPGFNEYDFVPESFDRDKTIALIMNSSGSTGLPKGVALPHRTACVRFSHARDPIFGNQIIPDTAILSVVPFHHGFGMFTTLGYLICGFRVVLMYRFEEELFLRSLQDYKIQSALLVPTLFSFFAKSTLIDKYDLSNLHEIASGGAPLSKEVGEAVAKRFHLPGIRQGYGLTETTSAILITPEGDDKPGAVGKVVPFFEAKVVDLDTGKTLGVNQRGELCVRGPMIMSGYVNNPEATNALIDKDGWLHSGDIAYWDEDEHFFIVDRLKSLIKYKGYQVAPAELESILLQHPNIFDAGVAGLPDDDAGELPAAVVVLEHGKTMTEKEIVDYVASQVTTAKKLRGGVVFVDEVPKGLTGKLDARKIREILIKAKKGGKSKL
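Purified P. pyralis luciferase, 10 nM final, with Km-level 10 uM D-luciferin and 10 uM ATP in 50 mM Tris acetate pH 7.5, 10 mM Mg acetate, 0.01% Tween-20, 0.05% BSA; 6-point qHTS titration about 60 µM downward; luminescence read.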
KCNH2 3.1 block – blocks the human KCNH2 3.1 channel isoform; 0.95% of 340,000 active; activity change, % (tested at about 1.8 µM); U2OS KCNH2 3.1, thallium flux FluxOr; stronger effect = lower value;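 active = maximum activity change below -70%; inconclusive = maximum activity change from -70% to -50%; inactive = maximum activity change above -50%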;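 note: thallium influx rate constant from kinetic fluorescence after stimulation buffer; % is set by controls: 0 for no effect and ±100 for the full control effect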
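Thallium flux via FluxOr fluorescence (Red40 quencher, 45 min loading) in U2OS cells virally expressing the KCNH2 3.1 isoform (1.77 x 10^8 /mL virus, overnight at 37 C). Rate constants from 2-min kinetic reads post-stimulation, normalised to positive and negative controls.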
Tb PFK inh – blocks T. brucei phosphofructokinase; O15648; T. brucei PFK, ADP-Glo luminescence; Potency, µM (titrated, usually from 57.5 µM), without a hit: top-dose activity, negative = inhibition, usual class: inhibitors; 0.17% of 330,000 active; AID 485367;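 note: potency is the fitted concentration of half-maximal effect; 0% = uninhibited 1x PFK enzyme wells and -100% = no-enzyme wells; nearly all actives have a fitted effect of over 60% in size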
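Compounds were pin-transferred as a titration series up to 57 uM into substrate buffer (0.5 mM F6P, 0.1 mM ATP, pH 8.0), then 1.25 nM PFK was added and reactions ran 45 min before ADP-Glo detection.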
uPA generation – cell surface uPA generation inhibition; cell surface uPA generation assay, qHTS; Potency, µM (highest dose often 38.3 µM), inactives show top-dose activity change, negative = inhibition, usual class: inhibitors; 0.31% of 330,000 active; AID 540303; active = well fitted inhibition curve with a large enough effect; inconclusive = small, poorly fitted or top-dose-only effect; inactive = no such curve, though single readings can be large or run the other way; tested in mouse RAW 264.7 cells; note: potency is the fitted concentration of half-maximal effect; % is set by controls: 0 for no effect and ±100 for the full control effect; nearly all actives have a fitted effect of over 55% in size
Numbers without * were called inactive; ? = inconclusive; / = not tested or not shown; [ ] = another dose, or the depositor's remark. Unless noted, calls come from the whole dose curve; as a rule, active = well fitted curve in the direction sought with a large enough effect; inconclusive = small, poorly fitted or top-dose-only effect, or another doubt; inactive = no such curve, though single readings can be large; an effect the other way counts as inactive or inconclusive.

SMILES | NPC1 prom act | RORgamma inh | Giardia kill | ELG1 genotoxic | Rab9 promoter act | VP16 counter | FBPA coupling cs | FLuc counter | KCNH2 3.1 block | Tb PFK inh | uPA generation
O=C(O)c1cc(S(=O)(=O)N2CC3CC3C2C(=O)O)c(Cl)cc1Cl (centres undefined) | -1% | 5% | 10 | -1% | 4% | -11% | / | 9% | 0 | 1% | 0%
O=C(c1ccc(Br)o1)N1N=C(c2ccc(Cl)cc2)CC1c1ccco1 (centres undefined) | -4% | -10% | -6 | 4% | 5% | -7% | / | -15% | / | 2% | -8%
Cc1ccccc1CNCc1ccc2c(c1)OCO2 | -6% | -24% | 15 | -6% | -6% | 2% | 1 | 2% | 9 | 0% | 2%
Nc1ccc(S(=O)(=O)N2CCC(Cc3ccccc3)CC2)cc1 | -3% | 15% | -4 | -10% | -1% | 1% | 4 | -1% | 0 | -1% | -1%
CCOC(=O)C1=C(CN2CCN(C(=O)c3ccco3)CC2)NC(=O)NC1c1ccc(C)cc1 (centres undefined) | 21% | 4% | 12 | 0% | -1% | 3% | / | 0% | 2 | 0% | 3%
COc1ccc(C)cc1NC(=O)NC(C)c1ccncc1 (centres undefined) | -1% | 1% | 10 | -3% | -8% | 5% | 2 | 5% | 5 | -2% | -12%
CCOC(=O)CC(NC(=O)CCc1c(C)nc2nc(C)nn2c1C)c1ccc(OC(C)C)cc1 (centres undefined) | 1% | 4% | 5 | 3% | 0% | 0% | 4 | -4% | / | 0% | 10%
O=C(Cc1ccccc1)Nc1nnc(-c2cccc([N+](=O)[O-])c2)s1 | -1% | 6% | -6 | 1% | -1% | -1% | 1 | 0% | -2 | -7% | -2%
O=C(CSc1nnc(-c2cccnc2)n1Cc1ccccc1)N1CCOCC1 | 0% | -3% | -6 | 1% | 2% | 0% | 2 | 1% | 15 | 1% | /
COc1cccc(C(=O)N2CCSC2=S)c1 | -1% | -45% | 6 | 0% | 0% | -1% | -1 | 1% | 3 | -2% | -3%
CCn1c(CSc2nc(C)cc(C)n2)nnc1SCC(=O)Nc1ccccc1 | -3% | 3%[0.365 µM] | -10 | 1% | -3% | / | 1 | 1% | -16 | -11% | /
CCOCCCNC(=O)c1ccc2c(c1)OCO2 | 18% | 5% | -1 | 10% | ? | 7% | 1 | ? | 7 | 3% | 2%
O=C(CSc1nc2ccccc2[nH]1)Nc1ccc(F)cc1 | -1% | 12% | -5 | 0% | -7% | -1% | 0 | -13% | -29 | -3% | 2%
CCn1cc(CNC(=O)CCc2nnc(CCC3CCCCC3)o2)cn1 | -1% | -23% | 1 | 5% | -8% | -26% | -2 | 6% | 9 | 0% | 6%
CCSC(C)CC1C/C(=N/O)c2c(CC)noc2C1 (centres undefined) | -4% | 2% | -1 | 2% | 1% | 5% | 3 | 5% | -3 | 0% | -7%
O=C1[C@H]2[C@@H](c3ccc(F)cc3)N3C(=O)N(c4cccc(F)c4)C(=O)[C@@]3(Cc3ccccc3)[C@H]2C(=O)N1C1CCCCC1 | -6% | / | -15 | -3% | -1% | / | / | -3% | -5 | 0% | 11%
O=C1CCN(Cc2nc(-c3ccc(Cl)cc3)no2)CCN1 | -2% | 3% | 0 | -8% | -3% | -8% | 0 | 0% | -17 | -5% | -2%
CCOC(=O)[C@H]1[C@H]2COc3ccccc3[C@@H]2N2C(=O)c3cc(OC)ccc3NC(=O)[C@@]12C | 1% | / | -2 | 6% | -2% | / | / | -1% | -10 | -14% | -7%
CCn1c(CNc2ccccc2Cl)nnc1SCC(=O)NCc1ccccc1 | 0% | 4% | -13 | -2% | 5% | -1% | -1 | 6% | 1 | 1% | 1%
CC1(C)CC(=O)C(=C2SCCCS2)C(=O)C1 | -1% | 4% | 11 | -1% | 1% | -8% | 3 | 0% | 5 | 0% | -3%
COc1ccc(C(C)=NNc2ccc([N+](=O)[O-])cc2S(=O)(=O)Nc2ccccc2C(=O)O)c(OC)c1 | / | / | -7 | -7% | / | / | / | / | 5 | -15% | 4%
O=C(COc1ccccc1C(=O)NCc1ccccn1)Nc1ccc(Br)cc1 | 6% | 16% | -4 | -8% | 0% | -4% | 1 | ? | -16 | 17% | 15%
CCOc1ccc(-n2c(SCC(N)=O)nc3sc4c(c3c2=O)CCN(C)C4)cc1 | -2% | -25% | -29 | 1% | -3% | 0% | -1 | -1% | -3 | 8% | 15%
CS(=O)(=O)N(CC(=O)O)c1ccc2c(c1)OCO2 | 0% | -2% | 15 | 0% | -3% | 11% | 3 | -1% | -12 | -6% | 4%
C/C(=N\NC(=O)c1c(C)nc2ccccn12)c1cccc([N+](=O)[O-])c1 | -3% | -34% | 8 | -11% | 14% | 18% | 0 | 3% | 5 | -7% | 5%
Later entries
SMILES | NPC1 prom act | RORgamma inh | Giardia kill | ELG1 genotoxic | Rab9 promoter act | VP16 counter | FBPA coupling cs | FLuc counter | KCNH2 3.1 block | Tb PFK inh | uPA generation
COc1ccc(C(c2nnnn2C2CCCCC2)N2CCN(C)CC2)c(OC)c1 (centres undefined) | -3% | -10% | 16 | 5% | -2% | -6% | 5 | -20% | 3 | 2% | -2%
O=C(Nc1ncnc2sc3c(c12)CCCCC3)c1ccc(F)cc1 | -1% | 7.1µM* | 10 | -9% | -6% | 13µM* | -2 | 2% | 3 | 2% | -6%
CCN(CC)c1ccc(C2C3CCCCC3(O)CCN2CC(=O)N2CCCCC2)cc1 (centres undefined) | 2% | -35% | -5 | -2% | ? | 9% | -1 | 4% | -5 | 2% | 4%
CC(C)(C)C(=O)NC(=S)Nc1ccc(Cl)c(C(=O)O)c1 | 0% | ? | -3 | 0% | -1% | 6% | 18 | -14% | 0 | 8% | 3%
CSc1ccccc1NC(=O)COC(=O)Cn1cc(C(F)(F)F)ccc1=O | -1% | / | 23 | -1% | -14% | / | / | / | -19 | 0% | 6%
O=C(c1cccs1)N1CCN(S(=O)(=O)c2ccc(F)cc2)CC1 | -3% | 7% | -10 | 0% | -12% | -18% | 1 | -8% | 3 | 0% | -8%
COc1ccc(S(=O)(=O)N2CCOC2CNC(=O)C(=O)NCCc2ccc(OC)c(OC)c2)cc1C (centres undefined) | -2% | 26% | -6 | -5% | -1% | -9% | 2 | 0% | 4 | 3% | -9%
Cc1ccc(C)c(SCC(=O)NC(=O)Nc2ccc3c(c2)OCCO3)c1 | -1% | 31% | 4 | 0% | 0% | ? | 0 | -3% | 5 | 1% | 6%
CNC(=O)Nc1ccccc1C(=O)NCc1ccccc1 | 1% | -10% | -9 | 2% | 0% | 0% | -7 | 0% | 0 | -4% | -1%
CNS(=O)(=O)c1cccc(C(=O)Nc2cccc(Cl)c2)c1 | 19% | ? | 19 | 1% | 26% | 28% | 3 | ? | -9 | -8% | -4%
COc1ccc(OCc2nnc(SCC(N)=O)n2N)cc1 | -3% | 0% | 7 | -1% | -6% | -1% | 0 | -1% | -9 | -1% | -1%
CC(C)(C)NC(=O)CN(C(=O)C1CSC(=O)C1)c1ccc2c(c1)OCCO2 (centres undefined) | -3% | -1% | -5 | 7% | 4% | -2% | 1 | -12% | 2 | 6% | /
CSc1nncc(-c2ccc(F)c(F)c2)n1 | -3% | 16% | -10 | 6% | 8% | -14% | 3 | -2% | -4 | -10% | -10%
COc1ccc(N2C(=O)CC(N(CCc3ccc(S(N)(=O)=O)cc3)C(=S)Nc3ccccc3)C2=O)cc1 (centres undefined) | 5% | 22% | 21 | -8% | 2% | 3% | 1 | 6% | 13 | 3% | 5%
Cc1noc2ncnc(N3CCCCC3)c12 | -3% | 11% | 4 | -5% | -9% | 6% | 3 | -1% | 1 | -3% | 4%
CCOc1cc(/C=C(/C#N)c2ccc(Cl)cc2)cc(Cl)c1OCC(=O)O | -16% | 0.89µM* | -18 | -6% | -37%[inhibitor] | 0.79µM* | 2 | 3.8µM* | -2 | 10% | ?
O=c1c2ccccc2c(-c2ccccc2)nn1-c1cc(Cl)ccc1[N+](=O)[O-] | -1% | 20% | -8 | -4% | 0% | -2% | -2 | 2% | -8 | 11% | -1%
O=C(NC1CCCc2ccccc21)C12CC3CC(CC(O)(C3)C1)C2 (centres undefined) | -4% | ? | -29 | 1% | -6% | 4%[10 µM] | 5 | -5% | -8 | -5% | -5%
CCN(CC(=O)Nc1ccc(NC(C)=O)cc1)C(=O)COc1ccccc1Cc1ccccc1 | -3% | 17% | 9 | -5% | -5% | -3% | / | 1% | -7 | 3% | 5%
CC(Cc1nnc(N)s1)c1ccccc1 (centres undefined) | 2% | -20% | -13 | 5% | -1% | -15% | 0 | 1% | 10 | -17% | 0%
Cc1ccc(C)c(Cn2nnc3c(=O)[nH]c(C4CCCN(C(=O)c5ccco5)C4)nc32)c1 (centres undefined) | -4% | 5% | 0 | -2% | 0% | 1% | 1 | 1% | -17 | 2% | -3%
